Screens deposited in PubChem by Sanford-Burnham Center for Chemical Genomics.
TAG inh: reduces triacylglycerol accumulation in H9c2 cells. Nile Red lipid (TAG) fluorescence; cells loaded with 200 µM oleic acid. inhibition, % at 12.5 µM. 230,000 compounds, 0.66% hits;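 active = pattern-corrected inhibition of lipid staining of at least 50% with the nuclear-stain viability signal not falling by more than 50%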;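 note: 0% = DMSO wells and 100% = triacsin C control wells; some results filed as inactive read as strong as hits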
TAG inh DAPI viability: also measured in TAG inh; calls as there; DAPI nuclei signal change (viability), lower = more cytotoxic, %;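 whole-well DAPI fluorescence read on a plate reader as a viability signal; minus 50 percent equals half of cells still viable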
* = called active by the depositor. Only part of the results is shown; the hit share may differ from the screen's.

SMILES	TAG inh	TAG inh DAPI viability
CCN(CC)C(=O)C1=C(C)N(CCCOC)C(=O)C(CC(=O)NCC2CCCCC2)C1 (stereo unspecified)	-2	-1
CSc1ccccc1NC(=O)c1cc(CC(C)C)on1	-4	-5
COc1ccc(C2CCc3cc(OC)c(OC)cc3C2NC=O)cc1OC (stereo unspecified)	14	-10
Cc1cc(C(=O)OCC(=O)Nc2ccc(F)cc2F)c(C)o1	29	-12
O=C(COC(=O)c1ccc(NS(=O)(=O)c2cccs2)cc1)NCc1ccco1	3	-5
CC(C)CNS(=O)(=O)c1ccc(CC(C)C)cc1	-2	-4
CCc1noc(C)c1C(=O)NNC(=O)c1cc(OC)cc(OC)c1	-7	14
CCOC(=O)c1cnc2c(C)cccc2c1NCCc1ccc(OC)c(OC)c1	-36	9
COc1ccc(CCNC(=O)COc2ccccc2[N+](=O)[O-])cc1OC	3	-10
CN(CC(=O)NCc1cccnc1)S(=O)(=O)c1ccccc1	-1	-2
CCOC(=O)/C(=N/Nc1ccccc1OC)N1CCCc2ccccc21	4	-9
CN(CC(=O)Nc1ccc(OC(F)(F)F)cc1)C(=O)/C=C/c1cc2c(cc1[N+](=O)[O-])OCO2	-8	-5
OCC[C@@H]1C[C@H](O)[C@@H](O)[C@]2(CCCCO2)O1	-7	-1
CN(C)CCNC(=O)/C=C/c1cn(-c2ccccc2)nc1-c1cc2ccccc2oc1=O	-5	-7
Fc1ccc(C2C3=C(Nc4ncnn42)c2ccccc2OC3c2ccncc2)cc1 (stereo unspecified)	18	11
CCc1nc2c(OCc3ccc(Cl)cc3)cccn2c1N(C)C(=O)c1ccc2c(c1)OCO2	6	0
Cc1cccc(Cc2nnc(CCC(=O)N(C)CCc3ccccc3)o2)c1	-1	2
CCOC(=O)N1CCC(Nc2c(NCCCN3CCN(c4ccc(OC)cc4)CC3)c(=O)c2=O)CC1	-15	3
CCCCn1c(N)c(N(CC(C)C)C(=O)c2ccco2)c(=O)[nH]c1=O	-1	-4
N#Cc1ccc(Sc2ccccn2)c([N+](=O)[O-])c1	-8	9
CCCC1NC(=O)c2cc3ccccc3cc2-n2c1nc1ccc(C)cc1c2=O (stereo unspecified)	-2	4
Cc1ccc(C)c(-n2c(SCC(=O)NC(C(=O)O)C(C)C)nnc2-c2cccc(Cl)c2)c1 (stereo unspecified)	1	-2
O=C(Nc1cccc(F)c1)c1cccnc1NCCc1ccccc1	-17	16
Cc1ccccc1CN(C)CC(=O)Nc1c(C)cccc1C(C)C	-6	-12
COC(=O)c1cnc(NNC(=O)c2ccc([N+](=O)[O-])cc2)nc1C(F)(F)F	1	-2
CC1(C)Cc2c(c(N3CCOCC3)nc3sc4c(NCCN)ncnc4c23)CO1	45	8
CCOc1ccc(NC(=O)CCN2C(=O)CSc3ccccc32)cc1	-4	-1
CCCCOc1ccccc1C1CC(=O)NC2=C1C(=O)CCC2 (stereo unspecified)	71*	-23*
COc1ccc2cc3cc(C(=O)N4CCN(Cc5ccc6c(c5)OCO6)CC4)oc3nc2c1	-9	63
Cc1ccc2c(Cl)c(C)c(N3CCOCC3)nc2n1	-7	2
Cc1ccc(N(Cc2ccccc2)C(=O)c2cccc(S(=O)(=O)N3CC(C)OC(C)C3)c2)cc1 (stereo unspecified)	10	10
COc1ccc(C(O)Cc2nc3ccccc3n2C)cc1OC (stereo unspecified)	-10	-14
COc1ccc(-c2cc(C(F)(F)F)c3c(N)c(C(=O)NCCSC)sc3n2)cc1	4	22
O=C(Nc1ccc(F)cc1)Nc1ccc(NC(=O)c2ccccc2O)cc1	8	2
CCOc1ccc(CN2CCN(C(=O)c3ccccc3)CC2)cc1	3	-2
COc1ccc(C(=O)Nc2ccc(Cl)c(S(=O)(=O)N3CCOCC3)c2)cc1	-5	-3
Cc1ccc(C(C(=O)NC2CCCC2)N2CCCCC2)cc1 (stereo unspecified)	8	-9
COC(=O)c1scc(C)c1NC(=O)C1CCCCC1	-2	-2
COc1ccc(Cl)cc1NC(=S)Nc1cccnc1	-10	0
CCn1ncc([N+](=O)[O-])c1C(=O)N1CCCC1	-1	8
COC(=O)C1=C(C)N(Cc2ccccc2)C(=NCc2ccco2)N[C@H]1c1cccc(F)c1	-39	11
Cc1nn(-c2ccccc2)c(Cl)c1C(=O)NCC1CCCO1 (stereo unspecified)	-2	7
CCc1c(C)nc(SCC(=O)Nc2ccc(Br)cc2)[nH]c1=O	5	7
CCn1cc(S(=O)(=O)NCc2ccc3c(c2)OCO3)cn1	-6	1
CCc1cc2c(=O)c(-c3nc4ccccc4n3C)coc2c(CN2CCN(C)CC2)c1O	1	11
Cc1ccc(S(=O)(=O)NCC(=O)N(CC(=O)NCc2ccco2)Cc2ccco2)cc1	1	-5
Cc1cc(NCCN2CCOCC2)n2c(nc3ccccc32)c1C#N	32	17
CC(=O)Nc1ccc(NC(=O)c2ccccc2-n2cnnn2)cc1	2	-1
c1ccc2c(c1)COC(CN1CCCCC1)OC2	-2	-4
Cc1cccc(OCCn2ccnc2)c1C	3	-6
CCC1CCc2sc(C(=O)NNC(=S)NCC3CCCO3)cc2C1 (stereo unspecified)	-6	2
C=C(C)[C@@H]1CC[C@]2(C(=O)O)CC[C@]3(C)[C@H](CC[C@@H]4[C@@]5(C)CC[C@H](O)C(C)(C)[C@@H]5CC[C@]43C)[C@@H]12	46	-2
CCN(CC)CCn1c2c(c(SCC(=O)NCc3ccccc3)nc1=O)CCC2	30	-6
CCN(CC(=O)Nc1ccc(NC(C)=O)cc1)C(=O)c1oc2ccccc2c1C	2	-7
O=C(O)C1CCN(S(=O)(=O)c2ccc(Oc3ccccc3)cc2)CC1	5	-9
CC(C)Nc1ncnc2c1ncn2[C@H]1CN(Cc2cccs2)C[C@@H](CO)O1	4	1
CCOc1cc(C(=O)N(C)Cc2cc3cc(OC)ccc3[nH]c2=O)cc(OCC)c1OCC	10	-13
CCO[C@@H]1OC(C(=O)N2CCCCCCC2)=C[C@H](c2csc3ccccc23)[C@H]1CCCO	20	3
CCS(=O)(=O)N1CCCC(C(=O)NCc2cccnc2)C1 (stereo unspecified)	-2	-1
COc1ccc(C2=CC3=C(Br)C(=O)C(C)(OC(=O)c4cccs4)C(=O)C3=CO2)cc1 (stereo unspecified)	-14	-4

(cont.)
SMILES	TAG inh	TAG inh DAPI viability
Cc1ccc(CCNS(=O)(=O)c2cc3c(cc2C)n(C)c(=O)c(=O)n3C)cc1	-7	3
COc1cc2c(cc1OC)C(=O)C(c1ccc3c(c1)OCO3)CC2 (stereo unspecified)	-8	-11
CC(C)CC1NC(=O)N(CC(=O)Nc2ccc(-c3ccccc3)cc2)C1=O (stereo unspecified)	-13	0
COc1ccccc1C1(CC(=O)O)CCOC(C(C)C)C1 (stereo unspecified)	12	-10
O=C(CSc1nnc(NC2CC2)s1)Nc1ccc(N2CCOCC2)cc1	3	0
COCCOCC(O)CN1CCN(c2ccc(C)cc2)CC1 (stereo unspecified)	9	-9
CCOc1cccc(C2C(C#N)=C(N)Oc3cc(C)[nH]c(=O)c32)c1OCC (stereo unspecified)	3	8
CCCCCn1c(CN2CCN(C)CC2)nc2c1c(=O)n(C)c(=O)n2C	-5	5
COc1cc(OC)cc(C(=O)NNC(=O)CCC(=O)c2cccs2)c1	12	-7
CNC(=O)COc1ccc(-c2nn(C)c(=O)c3ccccc23)cc1	-1	4
COc1cccc(C(=O)NCC(c2ccco2)N2CCOCC2)c1 (stereo unspecified)	-8	-8
COc1ccccc1CNC(=O)C(C)Sc1ccc(C)cc1 (stereo unspecified)	-17	2
CC(=O)c1cccc(NC(=O)CSc2nc3ccccc3c(=O)n2CCCN2CCOCC2)c1	10	0
Nc1nonc1C(=O)N/N=C/c1cc2c(cc1Br)OCO2	7	-4
O=C(COC(=O)Cc1ccsc1)Nc1ccc(Cl)cn1	5	-7
Cc1nc2ccc(Cl)cc2[nH]1	-11	1
C[n+]1ccc(/C=N/Nc2nc(Cl)c(C#N)c(Cl)c2Cl)cc1	3	1
CC(=O)c1c(C)[nH]c(C(=O)COc2ccc3ccc(=O)oc3c2)c1C	10	-5
CCc1ccccc1NC(=O)CN(C)C(=O)c1cccc(S(=O)(=O)N2CCCCCC2)c1	4	-7
Cc1ccnc2c1ccc1cccnc12	13	-18
C/C(CC(C)C)=N/Nc1ccc([N+](=O)[O-])cc1[N+](=O)[O-]	-12	4
OCCCNc1nc(-c2ccccc2)nc2c1oc1ccccc12	12	4
CCOc1cc(/C=N\Nc2nc(Nc3ccccc3)nc(N3CCOCC3)n2)ccc1OC(=O)c1ccco1	128	-81
CC1CCC2(CC1)NC(=O)N(CC(=O)NCCc1ccccc1)C2=O (stereo unspecified)	23	-17
COc1ccc(CCNC(=O)CCn2c(=O)oc3ccccc32)cc1OC	10	-4
CC(=O)c1cccc(N=C2C(=O)Nc3ccccc32)c1	7	-3
CC(C)(Oc1ccc(Cl)cc1)C(=O)Nc1ncccn1	41	-48
O=C(Cn1cnc2cc([N+](=O)[O-])ccc2c1=O)NC1CCS(=O)(=O)C1 (stereo unspecified)	3	3
CCC(=O)NN1CCN(c2ccncc2S(=O)(=O)N2CCCCC2)CC1	17	-4
C(#Cc1ccccc1)C[N+]1(CC#Cc2cccc3ccccc23)CCCC1	-4	45
CCCCCOc1ccc(NC(=O)C(=O)NCCCn2ccnc2)cc1	11	2
CCOc1ccccc1C(=O)NCCCCCC(=O)O	5	-1
Cc1ccc(/C=C/C(=O)Nc2cc(C)on2)cc1	-14	1
Cc1ccc(S(=O)(=O)NN=C2CC3CC2C2CCCC32)cc1 (stereo unspecified)	-19	-2
Cc1cc(N2CCCCC2)nc2ccccc12	-1	-2
COc1ccc(N2CCN(C(=O)CSc3nc(C)cs3)CC2)cc1	-21	11
CC(Nc1nc(-c2ccc(F)cc2)cs1)c1nc2cc(Cl)c(N3CCCCC3)cc2n1CCCO (stereo unspecified)	6	2
O=C(NCCO)c1nc(C(=O)c2ccccc2)c2ccccc2n1	-5	4
O=C(/C=C/c1cccs1)NCc1ccccc1	-9	3
O=C(NC(=S)Nc1ccc2ncccc2c1)c1ccccc1	-19	-3
Cc1cccc(C(=O)NC(C)C(c2cccs2)N2CCOCC2)c1 (stereo unspecified)	6	-4
O=C(Nc1nnc(C2=COCCO2)o1)c1ccc(S(=O)(=O)N2CCCCC2)cc1	0	10
CCOC(=O)[C@@H]1[C@H]2COc3ccccc3[C@H]2N2C(=O)N(c3ccc(C(F)(F)F)cc3)C(=O)[C@]12C	8	-6
O=C(N/N=C/c1cccnc1)c1cccc(N2CCCC2=O)c1	4	1
CCOc1ccc(C(=O)NCC(C)CN(C)C)cc1OCC (stereo unspecified)	-13	17
O=S(=O)(c1ccc(Sc2nnc3ccccn23)nc1)N1CCOCC1	-6	1
Cc1cc(=O)[nH]c(SCC(=O)Nc2ccccc2[N+](=O)[O-])n1	4	-10
CCCCC(=O)NNC(=O)CC(=O)Nc1ccccc1C(=O)O	8	-1
COc1ccc(NC(=O)CSc2nc(N)cc(=O)[nH]2)cc1S(=O)(=O)N1CCCCC1	-11	3
S=c1[nH]nc(-c2cc(-c3ccccc3)n[nH]2)n1/N=C/C(Br)=C/c1ccccc1	72*	-34*
Cc1ccc2occ(/C=N/NC(=O)c3ccncc3)c(=O)c2c1	11	1
NC(=O)c1ccsc1NC(=O)COC(=O)Cc1ccccc1Cl	-9	-8
Cc1ccc(NC(=O)c2ccc(-n3cncn3)c([N+](=O)[O-])c2)cc1	25	-7
O=C(CSc1nnc(COc2ccc(Cl)cc2)o1)N1CCOCC1	-5	-1
COc1cc(OC)c(C2N(c3cc(C)on3)C(=O)C3CCCN32)cc1OC (stereo unspecified)	-25	23
NNC(=O)c1ccc(COCC(F)(F)F)cc1	4	-4
O=C(c1ccco1)N(Cc1ccccc1)Cc1ccccn1	-1	0
CCN(CC)S(=O)(=O)c1ccc(N=Nc2cc(C)cc(Br)c2O)cc1	36	-8
O=C(Cn1ncc2c1-c1ccccc1OC2)N1CCc2ccccc21	-21	-2
O=C(ONC1=NCCCCC1)c1ccc([N+](=O)[O-])cc1	-1	6

Retrieved by compound from the entries so far (2):
SMILES	TAG inh	TAG inh DAPI viability
CC(=O)c1c(C)[nH]c(C(=O)COc2ccc3ccc(=O)oc3c2)c1C	10	-5
O=C(COC(=O)Cc1ccsc1)Nc1ccc(Cl)cn1	5	-7

A stretch from further up:
SMILES	TAG inh	TAG inh DAPI viability
Cc1cccc(C(=O)NC(C)C(c2cccs2)N2CCOCC2)c1 (stereo unspecified)	6	-4
O=C(Nc1nnc(C2=COCCO2)o1)c1ccc(S(=O)(=O)N2CCCCC2)cc1	0	10
CCOC(=O)[C@@H]1[C@H]2COc3ccccc3[C@H]2N2C(=O)N(c3ccc(C(F)(F)F)cc3)C(=O)[C@]12C	8	-6
O=C(N/N=C/c1cccnc1)c1cccc(N2CCCC2=O)c1	4	1
CCOc1ccc(C(=O)NCC(C)CN(C)C)cc1OCC (stereo unspecified)	-13	17
O=S(=O)(c1ccc(Sc2nnc3ccccn23)nc1)N1CCOCC1	-6	1
Cc1cc(=O)[nH]c(SCC(=O)Nc2ccccc2[N+](=O)[O-])n1	4	-10
CCCCC(=O)NNC(=O)CC(=O)Nc1ccccc1C(=O)O	8	-1
COc1ccc(NC(=O)CSc2nc(N)cc(=O)[nH]2)cc1S(=O)(=O)N1CCCCC1	-11	3
S=c1[nH]nc(-c2cc(-c3ccccc3)n[nH]2)n1/N=C/C(Br)=C/c1ccccc1	72*	-34*
Cc1ccc2occ(/C=N/NC(=O)c3ccncc3)c(=O)c2c1	11	1
NC(=O)c1ccsc1NC(=O)COC(=O)Cc1ccccc1Cl	-9	-8
Cc1ccc(NC(=O)c2ccc(-n3cncn3)c([N+](=O)[O-])c2)cc1	25	-7
O=C(CSc1nnc(COc2ccc(Cl)cc2)o1)N1CCOCC1	-5	-1
COc1cc(OC)c(C2N(c3cc(C)on3)C(=O)C3CCCN32)cc1OC (stereo unspecified)	-25	23

(continued)
SMILES	TAG inh	TAG inh DAPI viability
CCN(CC)CCNC(=O)c1ccc(NC(=O)c2cccc(S(=O)(=O)N(C)C3CCCCC3)c2)cc1	9	-1
CCOC(=O)C1=C(O)C(=O)N(C2CCCCC2)C1	6	-3
COc1ccc(CNC(=O)C[C@H]2C(=O)N(CCc3ccccc3)C[C@@H]2Cc2ccccc2)cc1	0	-4
Cc1cc(C)n2nc(C(=O)OCC(=O)Nc3ccc(C)c(S(=O)(=O)N4CCOCC4)c3)nc2n1	-14	-2
